From PubChem
L3MBTL1 inh: blocks human L3MBTL1 | Q9Y468 | AlphaScreen L3MBTL1–H3K9me1 peptide binding | Potency, µM (top dose mostly 57.1 µM), without a hit: top-dose activity, negative = inhibition, most hits filed as inhibitors | 0.66% of 230,000 active; note: nearly all actives have a fitted effect of over 60% in size
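AlphaScreen assay: L3MBTL1 (50 nM final) was preincubated 30 min at room temperature with biotinylated H3(1-15)K9me1 peptide (75 nM final), then 30 min with library compounds; streptavidin donor and nickel chelate acceptor beads (10 ug/mL final) added, 30 min dark.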
TR SRC2 fluor cs: alters Texas Red total fluorescence, flagging assay interference; TRb/SRC2 Texas Red total fluorescence interference; Potency, µM (doses to about 106 µM), without a hit: at the top dose fluorescence change, negative = quenching; 0.29% of 280,000 active; active = well fitted curve in either direction with a large enough effect; inconclusive = small, poorly fitted or top-dose-only effect
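Human TRb ligand-binding domain at 0.6 uM with 20 nM Texas Red SRC2 peptide in Tris buffer containing 1 uM T3 and 5% DMSO, incubated with compound 5 h at ambient temperature. Total fluorescence (555/632 nm) calculated as parallel + 2 × perpendicular.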
TRb SRC2 PPI: disrupts binding of human TR beta to SRC2 | TRbeta-SRC2 peptide binding, fluorescence polarization; receptor liganded with 1 µM T3 | Potency, µM (doses to about 106 µM), without a hit: at the top dose activity change, negative = inhibition, hits mostly inhibitors | 0.065% of 280,000 active | AID 1469;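 note: plate controls were bound peptide for no effect and peptide without receptor for full effect; nearly all actives have a fitted effect of over 50% in size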
Target sequence (P10828 whole entry, looked up): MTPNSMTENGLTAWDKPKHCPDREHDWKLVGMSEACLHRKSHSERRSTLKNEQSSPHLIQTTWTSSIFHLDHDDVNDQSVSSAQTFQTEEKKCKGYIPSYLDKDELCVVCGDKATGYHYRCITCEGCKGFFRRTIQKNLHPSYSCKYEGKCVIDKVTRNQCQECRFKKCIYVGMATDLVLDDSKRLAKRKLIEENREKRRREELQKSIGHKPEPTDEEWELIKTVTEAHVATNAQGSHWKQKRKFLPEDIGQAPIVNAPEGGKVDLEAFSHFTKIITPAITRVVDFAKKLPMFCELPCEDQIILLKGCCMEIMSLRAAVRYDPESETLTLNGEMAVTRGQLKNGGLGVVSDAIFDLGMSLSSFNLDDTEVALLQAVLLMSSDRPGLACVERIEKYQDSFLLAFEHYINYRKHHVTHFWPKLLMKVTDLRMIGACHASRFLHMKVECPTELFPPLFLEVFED
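Fluorescence polarization of 20 nM Texas Red SRC2 peptide with 0.6 uM human TRb ligand-binding domain, in Tris buffer with 1uM T3 and 5% DMSO. Incubated 5 hr ambient; normalized to unbound and bound controls.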
Tau ThT inhib: tau fibrillization inhibition (ThT binding) | recombinant tau K18 P301L, heparin-induced fibrillization, ThT fluorescence | P10636 | 2.1% of 270,000 active | Potency, µM (top dose mostly 57.4 µM), without a hit: top-dose activity, negative = inhibition, actives largely listed as inhibitors; note: nearly all actives have a fitted effect of over 55% in size
Target sequence (P10636 561-689 P618L limits assumed): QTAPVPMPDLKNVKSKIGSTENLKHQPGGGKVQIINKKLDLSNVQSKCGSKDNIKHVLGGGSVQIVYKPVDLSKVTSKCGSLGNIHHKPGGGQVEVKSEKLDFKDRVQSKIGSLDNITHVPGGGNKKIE
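K18 P301L tau (15 uM + 0.24 uM Alexa 594-tagged), heparin 20 uM, NaOAc pH 7, 6 h 37 C; ThT 30 uM, 1 h RT, ex 450/em 510 nm.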
RGS12 GoLoco inh: blocks human Gai1 binding to RGS12 GoLoco peptide, red readout. P63096. Gai1:RGS12 GoLoco peptide FP, rhodamine, 10 min. Potency, µM (series often up to 61.6 µM), for inactives: at the highest dose activity, negative = inhibition, most hits filed as inhibitors. 0.44% of 230,000 active; active = well fitted inhibition curve with a large enough effect, not every such curve was filed as active; inactive = no such curve, though single readings can be large or run the other way; note: nearly all actives have a fitted effect of over 30% in size; many of its hits are not listed in these tables
Tau FP inhib: blocks human tau fibril formation measured by polarization | Potency, µM (titrated, usually from 57.7 µM), for the others: top-dose activity, negative = inhibition, actives largely listed as inhibitors | K18 P301L tau heparin fibrillization, Alexa594 FP, 6 h | 0.39% of 280,000 active | P10636; note: nearly all actives have a fitted effect of over 55% in size
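Heparin (20 uM) drove fibril formation of recombinant tau K18 P301L, 15 uM unlabeled with 0.24 uM Alexa 594 label, for 6 hr at 37 C in 100 mM sodium acetate pH 7. Fluorescence polarization (555/632 nm) read 1 hr after 30 uM ThT.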
KDM4E inh: inhibitors of human JMJD2E histone demethylase; B2RXH2; JMJD2E catalytic domain, FDH-coupled NADH fluorescence (FDH is formaldehyde dehydrogenase); Potency, µM (series often up to 57.1 µM), for inactives: at the highest dose activity change, negative = inhibition, hits mostly inhibitors; 1.6% of 230,000 active; AID 2147; active = well fitted inhibition curve with a large enough effect, not every such curve was filed as active; inconclusive = small, poorly fitted or top-dose-only effect, or another doubt; inactive = no such curve, though single readings can be large or run the other way;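 note: 0% = wells with enzyme and -100% = buffer wells without enzyme; nearly all actives have a fitted effect of over 50% in size; many of its hits are not listed in these tables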
Target sequence (B2RXH2 1-337 limits assumed): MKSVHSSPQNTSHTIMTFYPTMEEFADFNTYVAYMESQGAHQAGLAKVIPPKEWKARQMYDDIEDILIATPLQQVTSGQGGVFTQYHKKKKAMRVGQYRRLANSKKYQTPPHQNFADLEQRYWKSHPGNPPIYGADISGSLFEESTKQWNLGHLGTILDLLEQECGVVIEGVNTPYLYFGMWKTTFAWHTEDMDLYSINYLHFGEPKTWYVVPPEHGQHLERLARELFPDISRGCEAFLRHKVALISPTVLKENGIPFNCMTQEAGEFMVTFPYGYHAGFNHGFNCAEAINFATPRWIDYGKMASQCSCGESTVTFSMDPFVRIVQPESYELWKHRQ
RECQ1 helicase: RECQ1 (human) helicase inhibition; RECQ1 DNA unwinding, red fluorescence kinetic read; Potency, µM (doses to about 57.3 µM), inactives show at the top dose activity, negative = inhibition, actives largely listed as inhibitors; 0.54% of 240,000 active;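 note: plate controls were vehicle for no effect and no enzyme for full effect; nearly all actives have a fitted effect of over 30% in size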
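RECQ1T1 50 nM; forked duplex (20 bp + 30-nt ss tails) 200 nM, ATP 2 mM final; pH 8.0, 2 mM MgCl2, 2.5 ug/ml poly(dI-dC); 15 min compound preincubation; discontinuous kinetic read over 2 h at RT.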
* hit, by the source's call; i = inactive; ? = inconclusive; / = not tested or not shown; & = joins results of further samples; [ ] = dose if it differs, or a comment. Unless noted, calls come from the whole dose curve; as a rule, active = well fitted curve in the direction sought with a large enough effect; inconclusive = small, poorly fitted or top-dose-only effect, or another doubt; inactive = no such curve, though single readings can be large; an effect the other way counts as inactive or inconclusive. Unless noted, % is set by controls: 0 for no effect and ±100 for the full control effect; potency is the fitted concentration of half-maximal effect.

SMILES	L3MBTL1 inh	TR SRC2 fluor cs	TRb SRC2 PPI	Tau ThT inhib	RGS12 GoLoco inh	Tau FP inhib	KDM4E inh	RECQ1 helicase
COc1ccccc1N1CCN(S(=O)(=O)c2c(C)ccc3nsnc23)CC1	-7%[11.4 µM]	-2%	-8%	-10%	-3%	7%	-4%	12%
CC1CCN(Cc2c(C#N)c3ccccc3n2C)CC1	6%	-2%	-1%	-10%	1%	-4%	?	-11%
O=C(/C=C\C=C/c1ccc2c(c1)OCO2)N1CCCCC1	/	3%[53 µM]	1%[53 µM]	/	-4%[21.6 µM]	/	?	-6%[25.9 µM]
O=C(c1cc([N+](=O)[O-])ccc1N1CCN(S(=O)(=O)c2ccc(Cl)c(Cl)c2)CC1)N1CCOCC1	1%	?	-3%	?	16%	-1%	7%	-17%
Cc1cccc(OC(C)c2ccnc3nc(/N=C/N(C)C)nn23)c1 (stereo unspecified)	1%	2%	3%	4%	-7%	5%	?	-1%
CCN(C(=O)c1sc2nc3n(c(=O)c2c1C)CCCCC3)c1ccccc1F	/	7%	-4%	?	/	?	/	/
O=C(Cc1ccc([N+](=O)[O-])cc1)Nc1ccc2c(c1)C(=O)NC2=O	/	-2%	0%	-6%	5%	0%	?	-9%
Nc1nc2n(n1)C(c1cccc(Br)c1)CC(c1ccccc1)N2 (stereo unspecified)	?	-1%	2%	-15%	3%	4%	-15%	-2%
O=C(O)c1n[nH]c2c1CCCCC2	10%	1%	8%	-6%	16%	1%	-23%	-3%
CCOC(=O)N1CCC(N2C(=O)c3ccc(C(=O)O)cc3C2=O)CC1	/	1%	2%	-4%	13%	-6%	-2%	i
CC(C)CC(=O)Nc1c(C(=O)N2CCN(c3ccccc3)CC2)oc2ccccc12	/	0%	-5%	-16%	/	2%	/	/
CC(N)(C(=O)O)c1ccc(P(=O)(O)O)cc1 (stereo unspecified)	/	0%	5%	0%	-5%	-2%	/	i
O=C(OCC1CC(c2ccccc2)=NO1)c1ccc(Cl)cc1 (stereo unspecified)	6%	-1%	-2%	0%	5%	-3%	5%	-10%
Cn1c(=O)c2c(nc(N3CCN(c4ccc([N+](=O)[O-])cc4)CC3)n2C)n(C)c1=O	0%	1%	0%	?	-4%	-3%	-15%	i
O=[N+]([O-])c1ccc(N2CCN(S(=O)(=O)c3ccccc3)CC2)cc1N1CCc2ccccc2C1	0%	-3%	1%	-1%	/	-7%	-2%	-9%
O=C(COc1ccc(F)cc1)NCC(c1ccc(Cl)cc1)N1CCCCC1 (stereo unspecified)	/	40µM*[quencher]	-26%	11%	/	0%	/	/
CCOc1ccc(N/C(C)=C/C(=O)c2ccc(C)o2)cc1	/	-3%	-4%	?	1%	2%	-2%	-12%
CCC(=O)Nc1cccc(NC(=S)NC(=O)c2ccccc2)c1	1%	-1%	-4%	1%	-1%	1%	3%	-1%
COc1ccc(-c2csc(NC(=O)c3ccc(OCC(=O)N4CCOCC4)c(OC)c3)n2)cc1	-9%	0%	-3%	?	46%[activator]	10%	-3%	-9%
C=CCNc1oc(-c2cccs2)nc1S(=O)(=O)c1ccccc1	1%	1%	-3%	-6%	14%	3%	-16%	i
CCOc1ccc(CNC(=O)c2c(C)nn(-c3ccc(F)cc3)c2-n2cccc2)cc1	/	1%	4%	3%	/	8%	/	/
CCCCCCC(=O)N1C/C=C\C(c2ccc(OC)cc2)N(Cc2ccc(F)cc2)C(=O)C1 (stereo unspecified)	/	0%&-2%	2%&4%	-2%	-4%	5%	-9%	-20%&-9%
CC(NC(=O)/C(=C/c1ccc(OC(F)F)cc1)c1ccccc1)c1ccccc1 (stereo unspecified)	14%	0%	9%	-17%	5%	7%	-8%	-13%
C/C(=N\Nc1cccc(C(=O)O)c1)c1ccc2c(c1)Nc1ccccc1S2	?	-4%	4%	5µM*	64%[activator]	?	?	-8%
N#Cc1cc2c([nH]c1=S)CCCC2	4%	-10%	2%	?	-29%	-13%	1%	-16%
Next part
SMILES	L3MBTL1 inh	TR SRC2 fluor cs	TRb SRC2 PPI	Tau ThT inhib	RGS12 GoLoco inh	Tau FP inhib	KDM4E inh	RECQ1 helicase
Cc1cc(C)c(C#N)c(Nc2ccccc2Cl)n1	2%	0%	-13%	4%	-6%	-8%	?	-14%
N#C/C(=C\c1ccccc1O)C(=O)Nc1cccnc1	54%[activator]	0%	-2%	?	10%	3%	-8%	-9%
CC(C)N1C(=O)S/C(=C/c2ccc3c(c2)n(C)c(=O)n3C)C1=O	4%	-3%	1%	-10%	-6%	0%	-4%	-4%
Cc1c(NC(=O)CSc2nnnn2C)c(=O)n(-c2ccccc2)n1C	0%	1%	8%	12%	-2%	-2%	1%	-5%
O=C(CN1C(=O)COc2ccc(S(=O)(=O)N3CCOCC3)cc21)N1CCN(c2cccc(C(F)(F)F)c2)CC1	/	0%	-4%	-4%	/	-3%	/	/
Cc1cc(-c2nnc3n2N=C(c2ccccc2Br)CS3)n[nH]1	7%	-3%	6%	-4%	1%	2%	1%	-10%
CCN(CC(=O)Nc1ccccc1-c1ccccc1)Cc1nc2ccccc2c(=O)[nH]1	4%	0%	-2%	0%	6%	-2%	-2%	6%
CC1CCC(N2CC(=O)N(C3CCCCC3)C(c3ccc(Cl)cc3)C2=O)CC1 (stereo unspecified)	/	-1%	-7%	-6%	/	1%	/	/
CC1CCc2sc(C(=O)NN=C3CCC(c4ccccc4)CC3)cc2C1 (stereo unspecified)	24%	-8%	-3%	-5%	34%[activator]	6%	4%	i
C=CCNc1nc(NCc2ccco2)nc(OCC)n1	/	-1%	-12%	-6%	3%	?	7%	0%
COc1ccc(N2CCN(Cc3cc(=O)oc4cc5c(cc34)CCCC5)CC2)cc1	-2%	2%	1%	-11%	4%	9%	7%	i
CCOC(=O)c1c(NC(=O)c2cccs2)sc2c1CC(C)(C)OC2	47%[activator]	2%	-7%	?	15%	-10%	?	-3%
CC(C)Oc1ccc(Oc2ccc(C(F)(F)F)cn2)cc1	/	-5%	-4%	6%	2%	-3%	-8%	-10%
COc1cccc(CNC(=O)c2cc3oc4ccccc4c3n2C)c1OC	/	2%	2%	-12%	18%	-13%	?	i
O=C(OCn1nnc2ccccc2c1=O)c1cn(-c2ccccc2)nc1-c1cccnc1	0%	0%	-9%	-9%	-9%	1%	-6%	-18%
Cc1cccc2nc(Cn3c(=O)n(CCCC(=O)NCc4ccco4)c(=O)c4ccccc43)cc(=O)n12	-14%	-2%	-5%	-15%	-3%	2%	3%	-12%
O=C(Cc1ccc(-n2c(=O)c3ccccc3n(Cc3ccccc3Cl)c2=O)cc1)NCC1CCCO1 (stereo unspecified)	7%	-2%	-6%	6%	15%	7%	?	-9%
CCn1c(SCC(=O)c2ccc3ccccc3c2)nnc1-c1ccco1	/	-1%	0%	?	12%	7%	-6%	-14%
COc1ccccc1NC(=O)CCN1CCC(C(N)=O)CC1	/	6%	-4%	-4%	/	5%	/	/
CC(=O)Nc1nc2c(C)c(Cl)ccc2s1	/	1%	-8%	/	-11%	13%	-2%	-1%
Cc1ccc2c(c1)N(CC(=O)NCc1cccs1)C(=O)C(C)O2 (stereo unspecified)	2%	-2%	-11%	-4%	0%	8%	-1%	1%
CC1CC(=O)C2=C(C1)Nc1ccccc1SC2c1ccc(F)cc1 (stereo unspecified)	2%	-3%	-6%	-7%	10%	4%	-21%	0%
Cc1cccc(-c2cc(=O)c(C(=O)O)cn2-c2ccc(F)cc2F)c1	/	0%	2%	11%	-4%	5%	3%	-2%
FC(F)(F)c1ccc(-n2cn[nH]c2=S)cc1	/	0%	5%	/	-2%	1%	-2%	17%
O=C(c1ccc2c(Cl)c3c(nc2c1)CCCC3)N1CCC(N2CCCCC2)CC1	-5%	-2%	1%	-14%	11%	2%	1%	-2%
(next part)
SMILES	L3MBTL1 inh	TR SRC2 fluor cs	TRb SRC2 PPI	Tau ThT inhib	RGS12 GoLoco inh	Tau FP inhib	KDM4E inh	RECQ1 helicase
CCOC(=O)C1CCCN(C(=O)Cc2ccc(OC)c(OC)c2)C1 (stereo unspecified)	/	-6%	2%	-11%	-1%	-1%	5%	2%
O=C(O)CCSc1ccc([N+](=O)[O-])cc1[N+](=O)[O-]	3%	-4%	0%	?	-9%	-1%	-12%	i
COc1ccc(-c2nc(CS(=O)(=O)CC(=O)NCCc3cc(OC)ccc3OC)c(C)o2)cc1	-9%	-3%	-3%	?	-1%	10%	0%	-2%
N#CC(C#N)=C1C=CC=CN1/C(=C\c1ccco1)C(=O)c1ccccc1	?	-3%	8%	14µM*	3%	20µM*	14%	-12%
COc1ccc(C(=O)Oc2cc(C)[nH]c(=O)c2[N+](=O)[O-])cc1	14%	-2%	-4%	-4%	6%	2%	-8%	-5%
COC(=O)N=Nc1c(O)[nH]c2ccc(Br)cc12	6%	0%	-4%	?	11%	5%	4%	i
Cc1ccc(C)c2sc(N3CCN(C(=O)c4ccco4)CC3)nc12	/	-1%	1%	?	/	0%	/	/
Cc1cc(C)nc(SCc2ccc(C(=O)NNC(=O)Nc3cccc(Cl)c3)cc2)n1	8%	-2%	-1%	-8%	8%	-5%	2%	-3%
O=C1Nc2ccccc2N(O)N1c1ccc(Cl)cc1	9%	2%	6%	6%	6%	-1%	-4%	-1%
CCS(=O)(=O)N1CCc2cc(C(=O)Nc3cc(C)cc(C)c3)ccc21	/	-3%	3%	-1%	/	-4%	/	/
CS(=O)(=O)c1ccc2nc(NC(=O)Oc3ccccc3)sc2c1	-5%	-7%	-5%	-14%	5%	0%	1%	-7%
COc1ccc2c(c1)CC/C2=N\OC(=O)c1ccccc1C	/	0%	-1%	?	0%	-5%	6%	-11%
COc1cc(CN2CCCC(CO)(Cc3ccccc3C)C2)cc2c1OCO2 (stereo unspecified)	-6%	1%	8%	-17%	15%	-6%	-2%	-3%

3 records drawn at random from the list so far:
SMILES	L3MBTL1 inh	TR SRC2 fluor cs	TRb SRC2 PPI	Tau ThT inhib	RGS12 GoLoco inh	Tau FP inhib	KDM4E inh	RECQ1 helicase
CCOC(=O)c1c(NC(=O)c2cccs2)sc2c1CC(C)(C)OC2	47%[activator]	2%	-7%	?	15%	-10%	?	-3%
Cc1cc(C)c(C#N)c(Nc2ccccc2Cl)n1	2%	0%	-13%	4%	-6%	-8%	?	-14%
CCOC(=O)N1CCC(N2C(=O)c3ccc(C(=O)O)cc3C2=O)CC1	/	1%	2%	-4%	13%	-6%	-2%	i

Only part of the results is shown. The share of hits here may be higher or lower than overall.
